# Screening data from PubChem.
# CHT PAM: allosterically activates the human high affinity choline transporter. 310,000 compounds, 0.49% hits. Q9GZV3. B-score at 10 µM. CHT-expressing cells, membrane potential dye, choline EC20; hits give high values; LV-AA mutant CHT in HEK293 cells;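 active means initial fluorescence not abnormally high and integrated response B-score, plate-corrected, over 3 SD above library mean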
# Target sequence (Q9GZV3 whole entry, looked up): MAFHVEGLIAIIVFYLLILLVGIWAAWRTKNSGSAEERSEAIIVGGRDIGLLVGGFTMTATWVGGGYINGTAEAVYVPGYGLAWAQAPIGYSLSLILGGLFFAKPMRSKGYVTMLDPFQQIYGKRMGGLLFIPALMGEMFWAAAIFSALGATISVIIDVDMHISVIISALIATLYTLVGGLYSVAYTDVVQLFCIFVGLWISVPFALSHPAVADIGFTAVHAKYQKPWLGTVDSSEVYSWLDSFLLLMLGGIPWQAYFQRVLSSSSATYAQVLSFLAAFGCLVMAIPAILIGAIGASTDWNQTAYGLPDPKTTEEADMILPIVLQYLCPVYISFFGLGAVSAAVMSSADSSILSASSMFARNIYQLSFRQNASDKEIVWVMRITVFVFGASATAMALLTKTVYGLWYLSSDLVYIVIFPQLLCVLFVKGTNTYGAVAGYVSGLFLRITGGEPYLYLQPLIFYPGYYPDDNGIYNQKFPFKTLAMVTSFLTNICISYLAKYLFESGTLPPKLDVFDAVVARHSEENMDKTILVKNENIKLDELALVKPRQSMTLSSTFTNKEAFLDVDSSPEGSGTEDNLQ
# OX1R antag: blocks the human orexin 1 receptor. O43613. CHO/OX1R cells, Fluo-8 calcium fluorescence, orexin A. inhibition, % at 5 µM. 330,000 compounds, 0.43% hits. AID 434989;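 active means inhibition above its plate's threshold, mean inhibition of all tested compounds on the plate plus 3 SD, cut at about 37% in these data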;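 further: 0% = orexin A challenge wells and 100% = SB-334867-A antagonist wells; not every result past the cut was called active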
# Target sequence (O43613 whole entry, looked up): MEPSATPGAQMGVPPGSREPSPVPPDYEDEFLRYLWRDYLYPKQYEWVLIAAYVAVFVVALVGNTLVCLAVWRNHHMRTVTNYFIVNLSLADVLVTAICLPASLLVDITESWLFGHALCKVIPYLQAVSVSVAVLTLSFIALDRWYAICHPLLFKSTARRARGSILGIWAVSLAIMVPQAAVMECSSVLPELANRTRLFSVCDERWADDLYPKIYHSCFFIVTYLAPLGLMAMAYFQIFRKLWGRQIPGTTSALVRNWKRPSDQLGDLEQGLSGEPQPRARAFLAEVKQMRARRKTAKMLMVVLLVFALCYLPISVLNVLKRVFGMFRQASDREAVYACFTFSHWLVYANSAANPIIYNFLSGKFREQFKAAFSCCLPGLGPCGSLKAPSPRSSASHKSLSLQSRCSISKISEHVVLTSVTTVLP
# * = called active by the depositor; i = inactive; . = no result given.
smiles	OX1R antag	CHT PAM
O=C(NCc1ccco1)c1cc2nc(-c3ccc4c(c3)OCO4)cc(C(F)(F)F)n2n1	-10	i
O=C(N/N=C/c1c[nH]c2ccccc12)c1cc(-c2ccc(-c3ccccc3)cc2)n[nH]1	5	i
COc1cc(C(=O)Nc2nnc(CC(C)(C)C)s2)c([N+](=O)[O-])cc1OC	-19	i
COC(=O)CSc1nnc(CNC(=O)c2ccc(S(=O)(=O)N(C)C)cc2)n1C	4	i
O=C(Nc1ccncc1)Nc1cccc(Cl)c1	4	i
COc1ccc(C2CC(c3cccs3)Nc3nnnn32)cc1 (centres undefined)	3	i
Cc1nc(Nc2cccc(O)c2)c2oc3ccccc3c2n1	.	i
COc1ccc(Nc2nc(Nc3ccc(OC)cc3)nc(-n3[nH]c(=O)c(C)c3C)n2)cc1	-18	i
Fc1ccccc1N1CCN(c2nnnn2-c2ccccc2)CC1	-28	i
O=C(Cc1ccc(Cl)cc1)NCc1nc(-c2ccccc2)no1	11	i
COc1ccc(Cl)cc1/C=C(\C#N)C(N)=O	-1	i
CN1CCN(c2ccc(CNS(=O)(=O)c3ccc(Cl)cc3)cc2)CC1	-3	i
CC(C)(C)c1ccc(C(=O)NCCn2c(N)c(C#N)c3nc4ccccc4nc32)cc1	-6	i
CCCCSCCCNC(=O)CCCN1C(=O)c2ccccc2Sc2ncccc21	-39	i
COc1ccnc(CS(=O)c2nc3cc(OC(F)F)ccc3[nH]2)c1OC (centres undefined)	-16	i

# The results go on.
smiles	OX1R antag	CHT PAM
CCOC(=O)C1=C(C)N(C[C@@H]2CC[C@@H](Cc3ccc(-c4ccccc4)cc3)O2)C(=O)NC1c1cccc2ccccc12 (some centres undefined)	14	.
CCc1ccc(NC(=O)c2cnc(N3CCN(c4ccccn4)CC3)c3ccccc23)cc1	11	i
O=C(NCCc1ccccc1)c1cnc(Cl)c(Cl)c1	-16	i
CC(C)[C@H](NC(=O)c1ccccc1)C(=O)OCC(=O)NCCC1=CCCCC1	-31	i
COc1ccc(CCNC(=O)CCCn2c(SCC#N)nc3ccccc3c2=O)cc1OC	-14	i
Cn1cnnc1Sc1nc([N+](=O)[O-])nn1C	-11	i
O=c1oc2ccc(C#CC3(O)CCCCC3)cc2cc1-n1cc(C2(O)CCCCC2)nn1	3	.
O=C1c2ccc([N+](=O)[O-])cc2C(=O)N1c1c[nH]c(=O)[nH]c1=O	-17	i
CCc1ccc(N(CC(=O)NCc2ccc(OC)cc2)C(=O)CCC(=O)Nc2ccccn2)cc1	-30	i
CC1=C(C(=O)OCc2ccccc2)C(c2ccoc2)C(C#N)=C(N)O1 (centres undefined)	-16	i
Cn1c(SCc2ccccc2)nnc1-c1c[nH]c2ccccc12	0	i
Cc1ccc(NC(=O)/C(=C\c2cccs2)NC(=O)c2ccccc2)cc1	-26	i
CSCC[C@H](NC(=O)C1=NN(c2c(F)c(F)cc(F)c2F)C(=O)CC1)c1nc2ccccc2[nH]1	-6	i
O=C(c1ccc(N2CCOCC2)c([N+](=O)[O-])c1)N1CCN(c2ccccc2F)CC1	-21	.
O=C(CCN=C1NS(=O)(=O)c2ccccc21)OCC(=O)c1ccccc1Cl	-15	i

# The results go on:
smiles	OX1R antag	CHT PAM
Cc1cccc(S(=O)(=O)NC(Cc2c[nH]c3ccccc23)C(=O)O)c1 (centres undefined)	-1	i
Cn1c(SCC(=O)NCc2ccco2)nnc1-c1ccc(S(=O)(=O)N2CCOCC2)cc1	-7	i
Cc1ccc(OCC(=O)NNC(=O)CCc2ccccc2)cc1	-13	i
COc1ccc(CN2CCN(CC=C(C)C)C(CCO)C2)cc1Cn1cccn1 (centres undefined)	-33	i
O=C(NCc1cccnc1)C(=O)Nc1ccc2c(c1)OCO2	-5	i
COc1ccccc1CNS(=O)(=O)c1c(C)nc2sccn2c1=O	4	i
O=C(C[C@@H]1C/C=C\C[C@@H](Cc2ccc(F)cc2)C(=O)OCCNC1=O)N[C@H](CO)Cc1ccccc1	-1	.
O=C(Oc1ccccc1C(=O)Nc1ccccc1)c1ccc(Br)c([N+](=O)[O-])c1	-35	i
ClCc1nnc(-c2ccccc2)o1	-13	i
O=C(COC(=O)c1cccc(S(=O)(=O)N2CCOCC2)c1)NCc1ccccc1	-19	.
O=C(O)c1ccc(N/N=C/c2cccc(C(F)(F)F)c2)cc1	2	i
CCC(C)NC(=O)C1CCC(=O)N(c2ccc3c(c2)OCO3)C1c1ccc(OC)cc1 (centres undefined)	-24	i
O=c1cc(CN2CCc3ccccc3C2)nc2sccn12	-18	i
CC(=O)Nc1ccc(NC(=O)c2cc(=O)c3ccc(C)cc3o2)cc1	-5	i
O=C(C1CCC(=O)N(C2CCCC2)C1)N1CCN(Cc2cccc(F)c2)CC1 (centres undefined)	-6	i

# Other results:
smiles	OX1R antag	CHT PAM
COc1cccc(/C=N/c2sc(Cc3ccccc3)c(C)c2C(N)=O)c1O	-7	i
CCn1nc(C)c(C(=O)Nc2cc(Oc3ccc(Cl)cc3)cc([N+](=O)[O-])c2)c1C	-34	i
Cc1ccc(CNC(=O)N2CCN(c3ccc(C)cc3)CC2)cc1	-25	i
CCOC(=O)C1CCN(C(=O)CN(c2cccc(OC)c2)S(=O)(=O)c2ccccc2)CC1	-25	i
O=C(NN1CCCCC1)c1ccc(COc2ccc(Cl)cc2)cc1	-14	i
O=C(CCCc1nc2ccccc2s1)Nc1ccc(N2CCOCC2)cc1	-9	i
CCOc1ccc(NC(=S)NC23CN4CN(CN(C4)C2)C3)cc1	-15	i
O=C(Nc1ccccc1C(=O)N1CCCCC1)c1ccccc1C(F)(F)F	-5	i
Cc1c(C(=O)N2CCN(Cc3ccccc3)CC2)oc2c1C(=O)CCC2	-17	i
NS(=O)(=O)c1ccc(NC(=S)NC(=O)c2ccco2)cc1	-9	i
Cc1cc(-c2nsc(=O)o2)c(S(C)(=O)=O)s1	-12	i
CCOC(=O)C1CCCN(C(=O)c2sc3nc(-c4ccc(F)cc4)cn3c2C)C1 (centres undefined)	-17	i
O=C(COc1ccccc1)Nc1ccc(Cl)cc1Cl	0	i
CC(NC1CCCC1)C(=O)Nc1ccccc1-c1ccccc1 (centres undefined)	-27	i
COc1ccc(C2=NOC(C(=O)Nc3c(C)n(C)n(-c4ccccc4)c3=O)C2)cc1OC (centres undefined)	-4	i

# Ordered by value in OX1R antag (falling): some entries from above
Structure | OX1R antag
O=C(COc1ccccc1)Nc1ccc(Cl)cc1Cl | 0
O=C(Nc1ccccc1C(=O)N1CCCCC1)c1ccccc1C(F)(F)F | -5
COc1cccc(/C=N/c2sc(Cc3ccccc3)c(C)c2C(N)=O)c1O | -7
O=C(NN1CCCCC1)c1ccc(COc2ccc(Cl)cc2)cc1 | -14
Cc1c(C(=O)N2CCN(Cc3ccccc3)CC2)oc2c1C(=O)CCC2 | -17

# (listing goes on)
smiles	OX1R antag	CHT PAM
CC(C)COc1nc2ccccc2nc1C(C#N)C(=O)NC1CCCCC1 (centres undefined)	-20	i
COc1ccc(-n2cnc3cc(NS(=O)(=O)c4ccc(C)cc4)ccc32)cc1	-19	i
Cn1ccc(-c2ccccc2)n1	-3	i
CCC(C)NC(=O)c1cc2c(=O)[nH]c3ccc(C)cc3c2s1 (centres undefined)	-20	i
O=[N+]([O-])c1ccc(COP(=O)(O)OCc2ccc([N+](=O)[O-])cc2)cc1	-22	i
N=C1/C(=C\c2ccc(SCc3ccco3)o2)C(=O)N=C2SC=NN12	7	i
CCCCCC1CCC(C(=O)O)CC1 (centres undefined)	2	i
CS(=O)(=O)N1CCC(NC(=O)Cc2ccccc2)CC1	-11	i
COc1cc(C(=O)NCCOc2ccc(C)c(C)c2)cc(OC)c1OC	-24	i
Cc1nc(C)c(C(=O)OCC(=O)Nc2cccc(C)c2C)s1	-12	.
Fc1ccc(-c2nc3ccccc3[nH]2)cc1	-15	i
CCOC(=O)c1ccc(C(=O)OCC)nc1	-12	i
CCOC(=O)CN1C(=O)C(O)(CC(=O)c2cccc(OC)c2)c2ccccc21 (centres undefined)	-23	i
COC(=O)CN(c1ccc2c(c1)OCO2)S(=O)(=O)c1c(C)[nH]c(=O)[nH]c1=O	-14	i
NC(=O)CCS(=O)(=O)CCN1CCN(S(=O)(=O)c2ccc3c(c2)CCC3)CC1	-21	.

# The last 3 compounds of the section above come first, to join the parts:
smiles	OX1R antag	CHT PAM
CCOC(=O)CN1C(=O)C(O)(CC(=O)c2cccc(OC)c2)c2ccccc21 (centres undefined)	-23	i
COC(=O)CN(c1ccc2c(c1)OCO2)S(=O)(=O)c1c(C)[nH]c(=O)[nH]c1=O	-14	i
NC(=O)CCS(=O)(=O)CCN1CCN(S(=O)(=O)c2ccc3c(c2)CCC3)CC1	-21	.
Cn1c(N)c(C(=O)COC(=O)/C=C/c2ccccc2Cl)c(=O)n(C)c1=O	-12	.
C=CCn1c(Oc2ccccc2F)nc2c1c(=O)n(C)c(=O)n2C	-21	i
CC(C)N(C(=O)[C@H]1CC(CC(=O)NCCCn2ccnc2)C(=O)N2CCc3c([nH]c4ccccc34)[C@]12C)C(C)C (some centres undefined)	2	.
CN(C)C(=O)NC(Nc1ccc(Cl)cc1Cl)C(Cl)(Cl)Cl (centres undefined)	-14	i
Cc1ccc(N2CC(=O)N(NC(=O)c3sc4nc(C)cc(C)c4c3N)CC2=O)cc1	-25	i
CCOC(=O)c1cc(-c2ccccc2)n(CC(=O)Nc2cc(OC)cc(OC)c2)c1C	-7	i
CC(=O)c1cccc(OCc2cc(C(=O)N(C)Cc3cnccn3)no2)c1	-22	i
CCC(C)C1NC(=S)N(C2CCCCC2)C1=O (centres undefined)	-17	i
O=C(NC1CCCCC1)c1ccc(COCC(F)(F)F)o1	-3	i
Cc1nc2c(S(=O)(=O)c3ccccc3)cnn2c(C)c1C	-12	i
S=c1[nH]nc(COc2ccc(Cl)cc2)n1-c1ccc(Cl)cc1	-24	i
Cc1cc(=O)oc2c(C)c(OC(C)C(=O)NCCCn3ccnc3)ccc12 (centres undefined)	-10	i
CC1=CCC2C(=O)N(c3cccc(C(=O)Nc4ccccc4Cl)c3)C(=O)C2C1 (centres undefined)	-4	i
Cc1ccc(C)c(-n2ccnc2SCC(=O)Nc2cccc(S(=O)(=O)NC3=NCCC3)c2)c1	-12	.
COc1ccc(C)cc1NC(=O)CO/N=C(\N)CC(=O)Nc1ccccc1OC	9	.

# Later entries.
smiles	OX1R antag	CHT PAM
N#C/C(=C\C=C\c1ccccc1)C(=O)Nc1ccccc1	-19	i
CC1(C)CC(=O)C(C(c2ccccc2F)C2C(=O)CC(C)(C)CC2=O)C(=O)C1	-7	i
Nc1ncnc2c1ncn2[C@@H]1O[C@H](CO)C[C@@H]1O	-10	i
COc1ccc(S(=O)(=O)Nc2ccc3c(c2)C(=O)N([C@H](C)CO)C[C@H](C)[C@@H](CN(C)S(=O)(=O)c2cccs2)O3)cc1	-13	.
O=C(CSc1nc(-c2ccco2)cc(C(F)(F)F)n1)NCCN1CCOCC1	-21	i
O=C(CC1OCC2CCCN2C1=O)Nc1ccc([N+](=O)[O-])cc1 (centres undefined)	-5	i
Cc1ccc([N+](=O)[O-])cc1NC(=O)C1CCCC1	-7	i
O=C1CC(=O)Nc2cc(S(=O)(=O)N3CCOc4ccccc43)ccc2N1	4	i
COC(=O)C1=CN(Cc2ccc(OC)cc2)C=C(C(=O)OC)C1c1ccc(O)c(OC)c1	-24	i
Cc1cc(NC(=O)C(C)Sc2nc(-c3ccccc3)cc(=O)[nH]2)no1 (centres undefined)	-20	i
CCOC(=O)/C(C#N)=C/c1cc(C)n(-c2ccc(C)cc2)c1C	-29	i
COc1cccc(OC)c1C(=O)N1CCN(Cc2cccnc2)CC1	1	i
CC(C)Cn1c(SC(C)C(=O)NCC2CCCO2)nc2ccc(Cl)cc2c1=O (centres undefined)	-32	.
COCCNC(=O)CN1CCN(C(c2ccccc2)c2ccccc2)CC1	-20	i
Cc1ccc(S(=O)(=O)NCC2(c3ccccc3)CCN(C)CC2)cc1	.	i

# Continuation:
smiles	OX1R antag	CHT PAM
Cc1cc(C)nc(NC(=O)c2ccc([N+](=O)[O-])o2)n1	7	i
O=C(Nc1ccc(F)cc1)N(Cc1nnc2n1CCCCC2)c1ccccc1	-4	i
COc1nc(OC)nc(N2CCC(C(=O)Nc3cccc4c3CCCC4)CC2)n1	-1	i
O=C(CCNS(=O)(=O)c1ccc(Br)cc1)NCc1ccco1	-15	i
Cc1ccc(Sc2ccc(N)cn2)cc1	-10	i
CCOc1cc(C2C(C(=O)OC)=C(C)N=C3SC(C)C(=O)N32)ccc1OC(C)=O (centres undefined)	-14	i
COc1nc(N)nc(CC(=O)C2CC2)n1	-6	i
CC(=O)N1CCc2cc(Br)cc(S(=O)(=O)N3CCCCCC3)c21	-28	i
O=C(NCc1ccc(Cl)cc1)C(=O)c1c[nH]c2ccccc12	0	i
COc1ccc(NC(=O)CSc2nnc(C3CC3)n2-c2ccccc2)cc1	-23	i
O=C(COC(=O)CNS(=O)(=O)/C=C/c1ccccc1)Nc1cc(S(=O)(=O)N2CCCCC2)ccc1Cl	-15	i
O=C1/C(=C/c2ccncc2)N=C2CCCCCN12	-12	i
N#CCOc1ccccc1/C=C/c1nc2ccccc2c(=O)[nH]1	-26	i
O=C(O)c1ccc(Cn2cnc3scc(-c4ccccc4)c3c2=O)cc1	-12	i

# Exported as labelled records: entries from further up.
Cc1ccc(NC(=O)/C(=C\c2cccs2)NC(=O)c2ccccc2)cc1
- OX1R antag: -26
- CHT PAM: i

CSCC[C@H](NC(=O)C1=NN(c2c(F)c(F)cc(F)c2F)C(=O)CC1)c1nc2ccccc2[nH]1
- OX1R antag: -6
- CHT PAM: i

O=C(c1ccc(N2CCOCC2)c([N+](=O)[O-])c1)N1CCN(c2ccccc2F)CC1
- OX1R antag: -21
- CHT PAM: .
